CHRM1 PAM – positive allosteric modulators of human M1 muscarinic receptor; CHO-K1 hM1, Fluo-8 calcium fluorescence, ACh EC20; 0% = ACh EC20, 100% = maximal ACh; activation, % at 3 µM; 360,000 tested, 0.088% active; in the data active means activation above about 19%, passing the limit was not always enough
Target sequence (P11229 whole entry, looked up): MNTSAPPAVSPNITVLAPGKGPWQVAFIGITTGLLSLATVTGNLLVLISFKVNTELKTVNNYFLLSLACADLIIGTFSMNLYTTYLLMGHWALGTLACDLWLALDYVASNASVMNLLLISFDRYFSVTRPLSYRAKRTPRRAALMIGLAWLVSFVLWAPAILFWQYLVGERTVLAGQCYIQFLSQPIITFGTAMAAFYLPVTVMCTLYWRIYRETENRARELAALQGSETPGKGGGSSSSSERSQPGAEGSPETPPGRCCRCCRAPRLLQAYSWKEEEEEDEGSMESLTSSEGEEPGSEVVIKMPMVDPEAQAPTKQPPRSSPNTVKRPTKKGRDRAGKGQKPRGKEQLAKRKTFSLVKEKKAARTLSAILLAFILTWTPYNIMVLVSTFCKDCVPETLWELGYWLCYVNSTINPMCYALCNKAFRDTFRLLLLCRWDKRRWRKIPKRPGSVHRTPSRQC
TAAR1 antag – human TAAR1 antagonism; Q96RJ0; CHO RD-HGA16 TAAR1, Fluo-8 calcium fluorescence, antagonist; inhibition, % at 3 µM; 360,000 tested, 1.5% active; AID 624466;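 active means inhibition above a per-plate cutoff, the mean inhibition of test compounds on that plate plus 3 SD, cut at about 49% in these data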;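 further: 0% = DMSO plus EC80 beta-PEA response and 100% = DMSO alone without agonist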
Target sequence (Q96RJ0 whole entry, looked up): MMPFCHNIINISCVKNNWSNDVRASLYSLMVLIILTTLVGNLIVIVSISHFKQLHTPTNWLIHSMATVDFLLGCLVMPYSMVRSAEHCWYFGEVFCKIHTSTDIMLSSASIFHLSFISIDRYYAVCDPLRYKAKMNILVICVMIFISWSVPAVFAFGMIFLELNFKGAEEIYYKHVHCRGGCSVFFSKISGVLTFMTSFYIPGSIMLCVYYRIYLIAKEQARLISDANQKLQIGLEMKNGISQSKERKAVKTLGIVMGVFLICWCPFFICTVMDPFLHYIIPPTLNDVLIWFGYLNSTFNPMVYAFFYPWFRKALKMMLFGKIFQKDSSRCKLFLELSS
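Assay system: CHO-derived RD-HGA16 cells stably expressing human TAAR1 plus Gα16. Timing: 140 s kinetic read after compound, 140 s after agonist. Technique: kinetic Fluo-8 calcium fluorescence measurement. Measure: % inhibition of agonist calcium response.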
CHRM1 antagonist – blocks human M1 muscarinic receptor | 360,000 tested, 1.3% active | CHO-K1 hM1, Fluo-8 calcium fluorescence, ACh EC80 antagonist | P11229 | AID 588852 | inhibition, % at 3 µM;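 active means percent inhibition above its own plate's cutoff, namely the mean of that plate's compound wells plus 3 SD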;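 further: peak over basal fluorescence ratio during 140 s after agonist addition; 0% = ACh EC80 plus DMSO and 100% = DMSO alone without agonist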
OXTR ag – activates the human oxytocin receptor; CHO-OTR cells, Fluo-8 calcium fluorescence; normalized: DMSO 0%, oxytocin 100%; AID 2435; 320,000 tested, 0.32% active; activation, % at 3 µM;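 active means activation above the mean of all tested compounds plus 3 SD, cutoff set per screening run, cut at about 20% in these data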;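 further: peak over basal fluorescence ratio from a 100 s FLIPR kinetic read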
OXTR potentiate – human OXTR potentiation; 320,000 tested, 0.061% active; CHO-OTR cells, Fluo-8 calcium fluorescence, potentiator mode; 0% = oxytocin EC15, 100% = EC100; AID 2445; activation, % at 3 µM;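 active means activation above that plate's cutoff, the mean activation of tested compounds plus 3 SD, cut at about 6.6% in these data, passing the limit was not always enough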;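 further: 100% uses oxytocin at 75 nM as the full agonist control; some results filed as inactive read as strong as hits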
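Assay system: CHO cell line stably expressing human OTR | Also added: Oxytocin at about EC15, sub-maximal agonist stimulus | Times: Compound 6 min at room temperature before oxytocin, 100 s read | Measured by: Fluo-8 intracellular calcium fluorescence, ex 470-495, em 515-575 nm | Controls: EC15 oxytocin alone as 0%, 75 nM oxytocin as 100%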
V1aR counter – counter-screen for oxytocin receptor agonists: human V1a receptor agonists; CHO-V1R cells, Fluo-8 calcium fluorescence, agonist mode; 0% DMSO, 100% 3 nM vasopressin; activation, % at 3 µM; 320,000 tested, 0.25% active;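 active means activation above the mean activation of all tested compounds plus 3 SD, per screening run, cut at about 20% in these data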;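 further: signal is peak over basal fluorescence ratio across a 100 second FLIPR read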
M1 ag – agonists of human M1 muscarinic receptor; P11229; CHO-K1 hM1, Fluo-8 calcium fluorescence, agonist mode; 0% DMSO, 100% acetylcholine EC100; activation, % at 3 µM; 360,000 tested, 0.33% active; AID 588814;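 active means activation above the run's mean compound activation plus 3 SD, cut at about 16% in these data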;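 further: peak over basal fluorescence ratio within a 140 s kinetic read after compound addition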
TAAR1 agonist – agonists of human TAAR1 | Q96RJ0 | 360,000 tested, 0.99% active | activation, % at 3 µM | CHO RD-HGA16 TAAR1, Fluo-8 calcium fluorescence; vehicle wells 0%, saturating PEA agonist 100% | AID 624467;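 active means activation above the mean activation of all test compounds in the run plus 3 SD, cut at about 38% in these data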
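Benchmarks: low control DMSO, high control PEA (EC100); System: CHO RD-HGA16 cells carrying human TAAR1 plus Gα16; Detection: Fluo-8 fluorescence, 5 s baseline then 140 s kinetic read; Schedule: 17-24 h plating, Fluo-8 75 min 37 °C, 30 min RT; Read-out basis: % activation from peak over basal fluorescence ratio, DMSO-to-PEA scaled.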
CHO parental Ca – signal in parental CHO cells, OX1R antagonist counter-screen; AID 463079; inhibition, % at 5.6 µM; parental CHO-K1, ATP-induced calcium, Fluo-8 fluorescence; 330,000 tested, 0.63% active;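 active means inhibition above that plate's mean sample inhibition plus 3 SD, cut at about 26% in these data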;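 further: 0% = ATP-challenged DMSO wells and 100% = DMSO wells without ATP; some compounds past the cut are filed as inactive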
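Measured by: calcium-sensitive Fluo-8 fluorescence / Test system: CHO parental line / Controls: ATP-challenged DMSO wells low, unchallenged DMSO wells high / Measure: % inhibition / Compound: single nominal dose of 5.6 µM per compound / Replicates: single well per compound, no replicates / Reagent: ATP as calcium-mobilizing challenge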
Starred values were filed as active, the others as inactive; . = not tested or not shown; & = joins results of further samples. Rows are unselected; any-hit rate near 3.7%.

Values run as follows: CHRM1 antagonist	CHRM1 PAM	M1 ag	OXTR potentiate	OXTR ag	TAAR1 antag	TAAR1 agonist	CHO parental Ca	V1aR counter
#1 Cc1ccc(-c2nc(C(=O)NC3CCCCCC3)no2)cc1
  4	-2	-7	4	-1.2	0	-2	-8	-2.3
#2 CSc1nncc(/C(C)=N\Nc2ccccc2C)n1
  -8	5	-5	-3	-2.5	6	2	-22	0.1
#3 O=C(COC(=O)Cc1ccccc1F)Nc1ccccc1[N+](=O)[O-]
  2	3	-2	-3	-1.1	3	1	-8	-0.4
#4 CCN1CCN(Cc2ccc(NC(=O)c3cc(NC(=O)c4cc(C)on4)cc(OC)c3)cc2C(F)(F)F)CC1
  -11&-5	5&4	-6&-8	1	5.8	-7	2	-6	3.9
#5 CCN(CC)CCCNc1ncnc2ccccc12
  -3	4	-4	-11	0.5	-1	1	4	1.0
#6 COc1ccc(NC(=O)Nc2nnc(-c3ccccc3SCc3ccccc3)s2)cc1
  -13	3	-3	-10	1.3	34	9	-4	0.0
#7 COc1ccccc1NC(=S)NCCC(c1ccccc1)c1ccccc1
  8	-23	-13	-9	-0.2	30	13	-12	-0.8
#8 O=C(COc1ccc(Cl)cc1)NCc1nnc2c3ccccc3c(-c3ccccc3)nn12
  -18	14	-11	-7	-1.8	-1	6	-30	-1.1
#9 Cc1ccc(C)c(N2CCN(S(=O)(=O)c3cc4c(cc3C)NC(=O)CO4)CC2)c1
  -3	2	-4	-2	-1.1	-15	-1	-13	0.4
#10 O=C(NCCCN1CCOCC1)C(=O)NCC1OCCN1S(=O)(=O)c1cc(F)ccc1F (configuration not stated)
  -12	9	-5	0	-0.7	-20	0	-10	-0.3
#11 CCOc1ccc(CCNC(=O)c2nnc(Cc3ccc(F)cc3)o2)cc1OCC
  -4	1	-2	-9	-1.4	-8	2	-14	-0.2
#12 COc1ccc(S(=O)(=O)N2CCOCC2)cc1NC(=O)COC(=O)C1=COCCO1
  -12	11	-4	-3	0.2	-37	15	-8	-0.1
#13 Cc1ccc(S(=O)(=O)N2[C@@H](c3ccccc3)C(C(=O)O)=CC[C@H]2c2cccc(Cl)c2)cc1
  5	-1	-4	-5	0.7	16	10	-1	1.7
#14 CN1Cc2c(N3CCOCC3)nc3sc(C(=O)c4ccc(Br)cc4)c(N)c3c2CC1(C)C
  -10	13	-2	-11	12	20	6	35*	6.5
#15 COc1ccccc1-n1c(SCC(=O)Nc2cccc(C(=O)O)c2)nnc1-c1ccccc1C
  -4	4	-3	-12	0.6	-16	0	1	-0.9
#16 CCOC(=O)c1oc2ccccc2c1NC(=O)c1ccccc1OC
  -6	19	7	-1	-1.4	12	17	-23	-0.6
#17 COc1cccc(CNC2CCCCCCC2)c1OC
  2	-4	-8	5	1.2	-2	-1	-8	2.0
#18 O=C(Nc1ccc(O)c2c(=O)cc(-c3ccccc3Cl)oc12)c1ccc(F)cc1
  -3	2	-2	.	.	8	7	.	.
#19 O=C(c1cc(F)ccc1F)C1CCCN(C(=O)CSc2ccccn2)C1 (configuration not stated)
  -12	9	-9	-1	-1.4	-1	12	-8	0.9
#20 CCOC(=O)c1sc(NC(=O)Cc2ccc(F)cc2)nc1C
  -5	7	-4	-10	-2.1	-10	1	-12	-1.2
#21 COc1ccc2oc(C(=O)Nc3nc4ccc(S(C)(=O)=O)cc4s3)c(C)c2c1
  -6	17	3	-3	1.4	-15	8	4	0.2
#22 COCCNC(=S)N1CCc2cc(OC)c(OC)cc2C1COc1cc(C)cc(C)c1 (configuration not stated)
  -8	7	-9	0	-1.4	30	3	-12	0.8
#23 Cc1nc2nc(COc3ccccc3)[nH]n2c(=O)c1Cc1ccccc1
  -8	7	-3	6	-0.9	-21	1	0	0.6
#24 CC(=O)N1CCN(S(=O)(=O)c2ccc(F)c(Cl)c2)CC1
  2	4	-4	-7	0.0	-12	2	-3	0.2
#25 CCCCn1c(N)c(N(Cc2ccccc2OC)C(=O)C(C)Oc2cccc(Cl)c2)c(=O)[nH]c1=O (configuration not stated)
  -14	4	-5	.	.	-25	1	.	.
#26 COc1ccc(C2Nc3ccccc3C(=O)N2NS(C)(=O)=O)c(OC)c1 (configuration not stated)
  -4	3	-3	-5	0.5	-4	-1	-1	-0.3
#27 O=C(Cc1cccc(NC(=O)C2CCCN(C(=O)C3CCCCC3)C2)c1)Nc1cccc(C(=O)N2CCCC2)c1 (configuration not stated)
  23	-11	-5	0	-1.5	-7	2	-19	-0.6
#28 COc1ccc2oc3ccc(OC)cc3c(=O)c2c1
  -11	11	-4	-7	-1.9	-13	1	-5	-0.6
#29 COc1ccccc1-c1nc(C#N)c(NCc2ccc(F)cc2)o1
  4	-2	-4	-10	-1.6	12	9	-29	-1.1
#30 CCc1ccc(OCC(=O)Nc2ccc3c(c2)COC3=O)cc1
  -2	2	0	-17	2.3	-4	4	10	4.7
#31 COCCOc1ccc(C(F)(F)F)cc1NC(=O)CN1C(=O)NC2(CCc3ccccc32)C1=O (configuration not stated)
  -3	7	1	-8	3.2	-12	6	-13	1.2
#32 CCOC(=O)c1c(-c2ccccc2)oc2ccc(OC(C)=O)cc12
  8	-11	-5	-4	-1.3	6	10	-9	-0.3
#33 COC(=O)c1c(NC(=O)Cc2cccs2)sc(C)c1C
  1	0	-6	2	-1.1	-14	0	-20	-1.7
#34 COc1ccc(-c2csc(-c3cccnc3)n2)cc1C
  -4	12	-6	-8	-2.8	-5	0	-16	-1.9
#35 COc1ccc(C(=O)NC(=S)NNC(=O)Cc2cccs2)cc1
  -3	4	-2	-1	0.7	-2	34	-5	-0.8
#36 Cc1ccc2nc3sc(C(=O)N4CCOCC4)c(N)c3cc2c1
  11	-2	-4	-7	0.2	-3	4	-5	1.5
#37 O=C(c1ccccc1F)c1cc2c(cc1[N+](=O)[O-])OCCO2
  -1	-1	-12	0	-2.2	-5	0	-11	-0.5
#38 NCc1cccc(-n2cccn2)c1
  -10	6	-7	-2	0.5	-1	7	-4	0.6
#39 CCN(CC)CC(=O)NN=C(c1ccccc1)c1ccccc1
  27*	-19	-6	-6	-2.5	-12	-1	0	-0.3
#40 CSc1nc(C)cc(OCCNS(=O)(=O)c2ccc(C)cc2)n1
  -19	20	4	-10	0.9	3	8	-20	1.5
#41 O=C(CN1CCCc2ccccc21)N1CCc2ccccc21
  -12	3	-5	-10	-2.6	-18	2	-1	-0.6
#42 COc1ccc(CNC(=O)COC(=O)CN2C(=O)C(C)Oc3ccc(C)cc32)cc1 (configuration not stated)
  -12	8	-4	-12	-1.4	-8	4	-17	-0.1
#43 CN(CC(=O)NCCC1=CCCCC1)S(=O)(=O)c1ccc2c(c1)c(=O)n(C)c(=O)n2C
  7	-7	-11	-2	-0.5	7	3	-18	1.6
#44 O=C(CSc1nc2ccccc2c(=O)[nH]1)c1cccs1
  -5	6	0	-8	-0.6	-1	3	-22	0.8
#45 O=c1c2ccccc2nc(SCCN2CCOCC2)n1CCc1ccccc1
  6	-4	-10	6	-1.0	32	7	-32	-0.9
#46 CC/C(O)=C(\C#N)c1nnc2n1CCCCC2
  -1	-3	-7	-5	0.1	8	8	0	-0.9
#47 O=C1CCN(Cc2ccccc2)C(=S)N1
  -14	3	-3	.	.	9	1	.	.
#48 CN(C)c1cccc(CNC(=O)c2ccc3nc([C@H]4C[C@H](O)[C@@H](CO)O4)[nH]c3c2)c1
  -14	12	-1	.	.	-13	1	.	.
#49 Cc1ccc2c(c1)c(-c1ccccc1)nc1nncn12
  -7	17	5	0	-2.0	15	-2	-5	-1.1
#50 Clc1ccc(SCCCCn2ccnc2)cc1
  18	-3	-4	-13	4.3	-9	16	-13	6.3
#51 Cc1ccc(S(=O)(=O)NCc2c(Cl)cccc2Oc2ccccc2)cc1
  -14	6	-3	-19	1.2	.	.	-16	1.6
#52 NC1=NC[C@H](Cc2ccccc2)N1CC1CCCCC1
  2	5	-12	3	-0.1	0	1	-4	0.8
#53 O=C(CCc1ccc(S(=O)(=O)NCc2ccccc2)cc1)NCc1cccnc1
  -1	3	-7	-10	-1.7	-7	2	-22	1.5
#54 Cc1nc2ccccc2c2oc(C(=O)N3CCN(C(=O)c4ccco4)CC3)cc12
  -6	8	-4	3	1.0	6	1	-24	0.6
#55 Cc1nn2c(-c3ccccc3)c(-c3ccccc3)nc2[nH]c1=O
  -11	0	-4	-9	-2.0	-18	0	-11	-0.9
#56 O=C(Cn1nnc(-c2ccccc2-n2cnnn2)n1)c1ccccc1
  5	-3	-3	-5	0.7	15	-2	-12	1.6
#57 COc1ccc(C2N(C(C)=O)CCN2S(=O)(=O)c2ccc(C)cc2)cc1 (configuration not stated)
  -7	2	-2	-6	-0.3	-37	1	2	0.3

Down the list, quoted from above:
CHRM1 PAM for entries 26–36: 3, -11, 11, -2, 2, 7, -11, 0, 12, 4, -2
TAAR1 antag for entries 26–36: -4, -7, -13, 12, -4, -12, 6, -14, -5, -2, -3

Source: PubChem (The Scripps Research Institute Molecular Screening Center)
